p53 reactivator: re-activators of mutant p53; H1299 p53-A138V BP100-luciferase reporter, luminescence, 24 h; Potency, µM (titrated, usually from 92.2 µM), for the others: at the highest dose activity change, positive = activation, actives largely listed as activators; 0.063% of 320,000 active; AID 504706; further: potency means the concentration at half of the fitted maximal effect; % of control where 0% means no effect; nearly all actives have a fitted effect of over 45% in size
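p53-null H1299 cells stably carrying temperature-sensitive p53-A138V and a BP100-luciferase reporter were pinned with compounds (4-point, 1:5 series) and held 24 hrs at 37 deg C. Luminescence was read 10 min after detection reagent.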
MLL CXXC-DNA inh: inhibitors of human MLL CXXC domain-DNA interaction. Q03164. Potency, µM (doses to about 115 µM), without a hit: at the highest dose activity change, negative = inhibition, actives largely listed as inhibitors. MLL-CXXC / FITC-HOXA9 DNA fluorescence polarization. 0.037% of 290,000 active; active means well fitted inhibition curve with a large enough effect in the polarisation, with a control signal flat, not every such curve was filed as active; inconclusive means small, poorly fitted or top-dose-only effect, or effect the other way, or a change in a side signal; inactive means no such curve, though single readings can be large or run the other way; the % refers to the polarisation; further: potency means the concentration at half of the fitted maximal effect
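Purified MLL-CXXC (added from a 7 uM solution) was preincubated 5 min at ambient with pinned compounds in 50 mM Tris-HCl pH 7.5, 50 mM NaCl, 1 mM DTT, 0.05% BSA. Fluorescein-labeled HOX-A9 DNA (50 nM solution) followed, 30 min, then polarization read.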
BRCA1 expr up: BRCA1 expression activation; MCF7-BRCA1-FFLuc reporter, luminescence, 48 h; response scale: scaled: vehicle 0%, 10 µM genistein 100%; Potency, µM (top dose mostly 46.1 µM), without a hit: at the highest dose activation, most hits filed as activators; 1.1% of 380,000 active; AID 624202; further: potency means the concentration at half of the fitted maximal effect; nearly all actives have a fitted effect of over 80% in size; some results filed as inactive show a strong effect at the top dose
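Cells: MCF7-BRCA1-FFLuc, 2000/well. Exposure: 48 h, 37 °C, 5% CO2. Read: luminescence, 15 min post-substrate. Controls: genistein 10 microM (maximal activation), DMSO (neutral).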
TCR activator: T cell receptor activation | primary human leukocytes, anti-CD3, IL-2 HTRF, 48 h | Potency, µM (series often up to 9.22 µM), for inactives: at the top dose activation of IL-2 secretion, usual class: activators | 330,000 tested, under 10 active; further: % of control where 0% means no effect
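Primary human leukocytes incubated 48 hr with anti-CD3 beads plus compound, without co-stimulation. Secreted IL-2 measured by HTRF (europium cryptate/d2 anti-IL-2 pair, 320 nm excitation, 665 nm emission).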
ELG1 repair inh: blocks ELG1-dependent DNA repair in HEK293T cells; HEK293T ELG1-luciferase reporter, luminescence, 16 h; DNA damage induced by 5-fluorouridine; Potency, µM (highest dose often 46.1 µM), inactives show top-dose activity change, negative = inhibition, most hits filed as inhibitors; 2.3% of 330,000 active; further: potency means the concentration at half of the fitted maximal effect; on the % scale 0 is the no-effect control and ±100 the full control effect; nearly all actives have a fitted effect of over 55% in size
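Step one: seed 2,000 cells per well. Step two: pin-transfer compound or DMSO alongside 5-fluorouridine. Step three: incubate 16 hr, 37 °C, 5% CO2. Step four: add ONE-Glo, wait 30 min, read luminescence.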
A-T KAP1 phos: potential ataxia-telangiectasia treatments restoring KAP-1 phosphorylation | […] A-T fibroblasts, KAP-1 phosphorylation AlphaLISA; neocarzinostatin DNA damage 30 min before lysis | Potency, µM (highest dose often 57.5 µM), for the others: top-dose activation, hits mostly activators | 0.19% of 320,000 active | AID 485349; further: potency means the concentration at half of the fitted maximal effect; % of control where 0% means no effect; nearly all actives have a fitted effect of over 45% in size
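ATM-like activity read as KAP-1 phosphorylation via AlphaLISA donor/acceptor antibody pairs after lysis and 6 hr at 25C. Cells were ATM-null patient fibroblasts ([…], hTERT), dosed 60 min, then exposed to the DSB inducer NCS for 30 min.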
TRPV1 ag: human TRPV1 agonism. Q8NER1. TRPV1-expressing cells, Fluo-8 calcium influx, agonist mode. activation, % at 8.33 µM. 0.19% of 320,000 active; in the data active means activation above about 80%; inconclusive means between about 30% and that limit; further: 0% is about no effect
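Cells expressing TRPV1 were dye-loaded with Fluo-8 and read kinetically: 10 s baseline, 3 min after compound (agonist portion), then 2 min after EC20 capsaicin (allosteric enhancer portion). Calcium-bound dye fluorescence at 480/520 nm.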
B2AR arrestin: beta2AR (human) beta-arrestin recruitment activity | beta-arrestin recruitment to beta2AR, cell-based reporter | Potency, µM (highest dose often 46.1 µM), without a hit: top-dose activation, actives largely listed as activators | 0.02% of 330,000 active | AID 492947;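 further: potency means the concentration at half of the fitted maximal effect; 0% = DMSO controls and full agonism = EC100 isoproterenol or metaproterenol; nearly all actives have a fitted effect of over 65% in size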
Target sequence (P07550 whole entry, looked up): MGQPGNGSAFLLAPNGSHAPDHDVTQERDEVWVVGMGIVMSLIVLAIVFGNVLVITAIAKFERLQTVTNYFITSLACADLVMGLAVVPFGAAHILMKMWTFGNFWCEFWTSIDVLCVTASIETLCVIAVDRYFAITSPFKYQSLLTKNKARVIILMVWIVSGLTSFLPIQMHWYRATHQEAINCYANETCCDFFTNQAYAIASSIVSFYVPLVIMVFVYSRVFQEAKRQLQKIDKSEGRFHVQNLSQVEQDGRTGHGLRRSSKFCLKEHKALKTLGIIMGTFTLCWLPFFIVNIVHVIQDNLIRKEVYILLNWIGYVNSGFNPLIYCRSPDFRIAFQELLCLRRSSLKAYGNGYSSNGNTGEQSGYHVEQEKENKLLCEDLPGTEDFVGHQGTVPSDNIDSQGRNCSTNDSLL
PTAP TSG101 blk: blocks PTAP/TSG101 interaction to inhibit HIV-1 budding. 340,000 tested, under 10 active. Potency, µM (series often up to 115 µM), for inactives: at the top dose activity change, negative = inhibition, usual class: inhibitors. AID 493005. Fluorescence polarization, FITC-PTAP peptide / Tsg101 binding; active means well fitted inhibition curve with a large enough effect in the main read-out, with a control signal flat, not every such curve was filed as active; inconclusive means small, poorly fitted or top-dose-only effect, or effect the other way, or a change in a side signal; inactive means no such curve, though single readings can be large or run the other way; further: potency means the concentration at half of the fitted maximal effect; % of control where 0% means no effect
Target sequence (Q99816 whole entry, looked up): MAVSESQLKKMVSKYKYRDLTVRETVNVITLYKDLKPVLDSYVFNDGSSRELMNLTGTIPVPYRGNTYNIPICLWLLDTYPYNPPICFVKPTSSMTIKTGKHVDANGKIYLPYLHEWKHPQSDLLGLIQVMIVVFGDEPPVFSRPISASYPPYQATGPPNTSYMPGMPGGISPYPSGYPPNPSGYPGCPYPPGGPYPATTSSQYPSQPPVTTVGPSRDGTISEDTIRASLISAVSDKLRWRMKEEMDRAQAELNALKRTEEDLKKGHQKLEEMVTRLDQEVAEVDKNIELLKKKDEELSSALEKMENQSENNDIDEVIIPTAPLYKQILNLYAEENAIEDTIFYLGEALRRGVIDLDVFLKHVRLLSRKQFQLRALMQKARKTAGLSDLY
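Compounds were pin-transferred onto Tsg101 binding domain (10 uM final) in HEPES pH 7.5 buffer, then FITC-PTAP peptide was added at 50 nM final. After 20 min at RT, polarization reported peptide displacement across a qHTS concentration series.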
Integrin act MD: activates integrin-mediated alleviation for muscular dystrophy | alpha7betagal myoblasts, beta-gal FDG fluorescence, 48 h | AID 624291 | 0.064% of 350,000 active | Potency, µM (highest dose often 38.3 µM), inactives show top-dose activation, actives largely listed as activators;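 further: potency means the concentration at half of the fitted maximal effect; 100% = response of the positive control SU9516; nearly all actives have a fitted effect of over 60% in size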
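Alpha7betagal+/- myoblasts (passage 13) were plated 16-24 hr, then exposed to compounds (1:260 dilution of DMSO stock) for 48 hours at 37C. After MPER lysis, β-galactosidase reporter activity was read as FDG fluorescence (ex 480/em 540) after 30 minutes.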
Active calls of the source: *; ? = inconclusive; · = no result given; [ ] = remark or other dose. Unless noted, the call rests on the fitted dose curve; in most records, active means well fitted curve in the direction sought with a large enough effect; inconclusive means small, poorly fitted or top-dose-only effect, or another doubt; inactive means no such curve, though single readings can be large; an effect the other way counts as inactive or inconclusive. Outcome played no part in choosing rows. Share with any hit: about 3.8%.

SMILES	p53 reactivator	MLL CXXC-DNA inh	BRCA1 expr up	TCR activator	ELG1 repair inh	A-T KAP1 phos	TRPV1 ag	B2AR arrestin	PTAP TSG101 blk	Integrin act MD
COC(=O)C1=C(C)N(CCCC(=O)O)C(=O)NC1c1ccc(OC)cc1 (stereo unspecified)	·	·	2%	10%	·	·	·	·	-4%	4%
CC(C)(C)n1nnnc1C(c1cccc(C#N)c1)N1CCN2CCCC2C1 (stereo unspecified)	-2%	-2%	0%	·	6%	0%	-5	-0.4%	-5%	-18%
COc1ccc2c(c1)C(=O)CC(c1ccc3c(c1)OCCO3)O2 (stereo unspecified)	?	-6%	79%	-6%	?	-4%	5	-0.4%	2%	6%
Cc1ccccc1NC(=O)c1c(F)c(F)c(F)c(F)c1F	1%	-1%	-38%	·	17%	-3%	27	0.1%	·	-37%
COc1ccc(S(=O)(=O)N(C)CC(=O)NCCCN2CCOCC2)cc1Cl	-1%	0%	-4%	-3%	19%	-6%	6	0.1%	2%	-17%
C/C(=N\NC(=O)C1CC1)c1ccccc1Br	-4%	-10%	0%	1%	7%	3%	2	0.6%	-3%	-13%
CC(=O)c1ccc(NC(=O)c2ccc(-n3cncn3)c([N+](=O)[O-])c2)cc1	8%	59%[activator]	-15%	4%	9%	28%	10	-0.5%	-1%	-13%
CCC(Sc1nccn1C)C(=O)Nc1ccc(Cl)cn1 (stereo unspecified)	-1%	-9%	-4%	-5%	-5%	-1%	-1	-0.7%	-18%	-7%
Cc1cccc2cc(C#N)c(SCCN3CCCCC3)nc12	·	·	-68%[inhibitor]	-2%	·	·	·	·	-1%	-28%
CC1CCCN(C(=O)COC(=O)c2ccc(=O)n(Cc3ccccc3)n2)C1 (stereo unspecified)	6%	·	-13%	8%	17%	0%	0	-0.1%	0%	-9%
CCOCCCn1c(SCc2ccccc2)nnc1-c1ccncc1	-2%	6%	-14%	-3%	3%	-4%	-1	-0.6%	-3%	3%
O=C(CS(=O)(=O)c1ccc(Br)cc1)N1CCOCC1	14%	15%	7%	-8%	-1%	3%	17	-0.7%	-5%	?
CCOC(=O)c1ccc(Oc2coc3cc(O)ccc3c2=O)cc1	3%	8%	30%	-1%	17%	8%	6	0.1%	0%	8%
CC(=O)CSc1ccc(C(=O)O)cn1	-8%	3%	-5%	1%[46.1 µM]	2%	6%	1	0.3%	0%	2%
O=C(NCCN1CCOCC1)C1(C(F)(F)F)C/C(=C\Cc2ccccc2)CCCO1 (stereo unspecified)	·	·	13%	-2%	·	·	·	·	-7%	-7%
CC(C)CCN1CC(=O)N2Cc3[nH]c4ccccc4c3C[C@H]2C1=O	-8%	10%	-3%	-12%	16%	-5%	-2	0.1%	1%	15%
Clc1ccc(/C=C/c2ncc3ccccn23)cc1	7%	-5%	2%	3%	?	-7%	?	0.0%	2%	0%
COc1ccc(C2CC(=O)C3=C(C2)NC(C)=C(C#N)C3c2ccc(N(C)C)cc2)cc1 (stereo unspecified)	0%	19%	-36%	-1%	0%	-16%	-3	0.5%	0%	0%
CCN(CC(=O)Nc1ccc2c(c1)OCCO2)C(=O)c1ccccc1Br	19%	·	?	·	?	1%	·	-0.3%	-3%	-4%
C[n+]1cccc2ccc3c(c21)OC(N)=C(C#N)C3c1ccccc1 (stereo unspecified)	-2%	-16%	2%	9%	?	5%	4	0.2%	-3%	0%
CC(=O)Nc1nnc(-c2ccccn2)o1	14%	-2%	2%	4%[46.1 µM]	?	4%	-1	-0.6%	-1%	-18%
Cc1cc(Cl)ccc1N1C(=O)CC(SCCC(=O)O)C1=O (stereo unspecified)	0%	12%	7%	-6%	2%	3%	-2	-0.3%	-3%	6%
CCSc1nc2c(cnn2-c2ccccc2)c(=O)n1N	5%	-4%	5µM*	4%	?	-9%	21	0.0%	0%	-4%
N#Cc1cccc(C(=O)Nc2cc(S(=O)(=O)N3CCOCC3)ccc2N2CCCC2)c1	0%	·	-22%	-10%	?	7%	·	-0.1%	-7%	9%
c1ccc(N2CC3CCc4ccccc4C3=N2)cc1 (stereo unspecified)	45µM*	-10%	49%	-9%	?	2%	2	-0.2%	4%	-45%[inhibitor]
NS(=O)(=O)c1ccc(NC(=O)c2ccc(F)cc2F)c(NC(=O)c2ccc(F)cc2F)c1	-2%	6%	-34%	-10%	6%	-2%	4	0.0%	-3%	0%
Cc1cc(=O)nc2c3ccccc3n(CC(=O)NCCCN3CCCCC3C)n12 (stereo unspecified)	-4%	-13%	-2%	4%	24%	4%	0	-0.9%	-3%	-7%
COc1ccc(N2CCN(CC(=O)NC(=O)NCc3ccccc3)CC2)cc1	4%	·	0%	-53%	-3%	3%	-2	-0.3%	-2%	23%
Cc1ccc(S(=O)(=O)N2CCN(C(=O)CSc3ccccn3)CC2)c(C)c1	-4%	·	-6%	2%	?	-2%	17	0.2%	-2%	-10%
Cc1cc(=O)oc2cc(NC(=O)CCOc3ccccc3)ccc12	5%	4%	70%	2%	19%	-3%	-1	-0.1%	-13%	11%
O=C1CN(C(=O)CSc2ccc(-c3ccc(F)cc3)nn2)c2ccccc2N1	-3%	2%	-12%	-4%	-3%	8%	0	-0.9%	1%	18%
CCOc1ccc(C(=O)NCC(C)CN(C)C)cc1OCC (stereo unspecified)	?	-1%	31%	2%	21%	4%	6	-0.4%	0%	2%
Cc1ccc(S(=O)(=O)Nc2ccc(O)c3ccccc23)c(C)c1	-12%	-3%	-101%	1%	16µM*	45%	2	-1.0%	3%	1%
N#Cc1ccc(C(=O)Nc2ccc3ccccc3c2)cc1	?	6%	?	-1%	?	-4%	?	-0.2%	-3%	-1%
C=CCn1c(O)c(C2=c3ccccc3=NC2=O)sc1=Nc1ccc(O)cc1	-11%	-2%	-3%	-4%	-15%	?	2	-0.3%	-4%	0%
Cc1cccc(CNS(=O)(=O)c2ccc(-c3ccc(=O)[nH]n3)s2)c1	-2%	46%[activator]	-2%	-6%	7%	0%	0	0.0%	-2%	-6%
CSc1nnc(CNC(=O)c2ccccc2)n1-c1ccc(F)cc1	3%	4%	-9%	-2%	-3%	5%	3	-0.2%	-5%	2%
COc1ccc(NC(=O)NCc2ccncc2)c(OC)c1	2%	-4%	9%[1.84 µM]	4%	10%	1%	-1	-0.8%	-4%	16%
O=C(CNS(=O)(=O)c1ccc(Br)cc1Cl)OCC(=O)N1CCCC1=O	1%	·	12%	5%	16%	24%	3	4.7%	-1%	40%
O=C(Nc1cccnc1)OC1CCCCC1	19%	7%	27%	1%	?	2%	-8	0.4%	-7%	-18%
Cc1ccc(NC(=O)COC(=O)Cc2ccccc2)cc1S(=O)(=O)N1CCOCC1	-6%	·	15%	-3%	-4%	5%	·	-1.4%	-4%	-4%
O=C(Cn1nnc2ccccc21)N/N=C/c1ccco1	-2%	9%	-1%	1%	5%	-2%	-2	-0.4%	0%	-24%
CCOc1ccc(N(C(=O)c2ccccc2Cl)C2=NC(C)(C)CS2)cc1	5%	-2%	36%	-2%	?	0%	23	0.0%	-2%	5%
Nc1c(C(=O)Nc2ccccc2)sc2nc(-c3cccnc3)ccc12	2%	30%[activator]	·	·	?	7%	-2	-0.2%	·	·
Cc1ccnc(NC(=O)c2cccs2)c1	12%	21%	103%	0%	?	5%	-1	-0.2%	-2%	6%
CC1CCN(C(=O)CCc2nnc(-c3ccccc3)o2)CC1	12%	2%	13µM*	1%	?	7%	25	-0.5%	6%	11%
O=[N+]([O-])c1ccccc1S(=O)(=O)Nc1ccc2c(c1)OCCO2	-4%	-2%	0%	5%	-2%	5%	-3	-0.8%	-6%	-37%[inhibitor]
N/C(=N\NC(=O)c1ccc(F)cc1)c1cc2ccccc2oc1=O	2%	1%	1%	-1%	1%	0%	3	0.0%	-3%	-25%
CCCCOC(=O)C1CCCC(C)N1 (stereo unspecified)	-2%	-8%	-10%	·	?	·	4	-0.2%	-2%	-18%
Cc1ccc(NC(=O)C(c2ccccc2)N2CCN(CC(=O)N3CCOCC3)CC2)cc1Cl (stereo unspecified)	?	·	0%	0%	25%	5%	12	0.0%	-1%	?
O=C(O)Cn1c(SCc2ccccc2)nc2ccccc21	5%	2%	38%	3%	12%	-2%	0	-0.1%	-1%	1%
CCN(CC(=O)Nc1ccc2c(c1)OCCO2)C(=O)c1ccc(Cl)cc1Cl	?	·	1.8µM*	-14%	?	3%	1	-0.3%	-3%	6%
S=c1[nH]nc(-c2ccc(Br)o2)n1Cc1ccccc1	-8%	-10%	-17%	-48%	?	-3%	1	-0.3%	-2%	13%
